# Vif-APOBEC3F blk = Vif-A3F binding inhibition; HeLa A3F-eYFP + Vif (tagged APOBEC3F with the HIV-1 protein that degrades it), YFP fluorescence increase; Potency, µM (highest dose often 46.1 µM), without a hit: top-dose activity, negative = active; 390,000 compounds, 0.2% hits; AID 602313; further: % of control where 0% means no effect; nearly all actives have a fitted effect of over 65% in size
#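 Fluorescence increase (Ex 488/Em 500-530) after overnight compound treatment at 37 deg C flags inhibition of Vif-driven A3F-eYFP loss in stable HeLa A3F-eYFP/Vif cells seeded overnight beforehand.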
# RXFP1 ag = agonists of human relaxin receptor RXFP1; AID 2676; 370,000 compounds, 0.3% hits; Q9HBX9; Potency, µM (highest dose often 57.5 µM), inactives show at the highest dose activation, usual class: activators; HEK293T-RXFP1 cAMP TR-FRET, 30 min; response scale: percent of porcine relaxin response, buffer zero; further: on the % scale 0 is the no-effect control and ±100 the full control effect; nearly all actives have a fitted effect of over 60% in size; many of its hits are not listed in these tables
#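 HEK293 cells stably expressing RXFP1, treated 30 min at 37C with compounds plus PDE4 inhibitor Ro 20174; cAMP measured by HTRF TR-FRET. Normalized to buffer and 29 nM porcine relaxin; EC50 by Hill fit.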
# TrxR1 substrate = rat thioredoxin reductase 1 substrate activity. 390,000 compounds, 0.01% hits. Potency, µM (highest dose often 114 µM), for inactives: top-dose activity change, negative = substrate turnover. AID 588456. purified TrxR1 substrate turnover, NADPH consumption readout; further: on the % scale 0 is the no-effect control and ±100 the full control effect; nearly all actives have a fitted effect of over 50% in size
#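 Rat TrxR1, dispensed at 90 nM, was prereduced with 400 uM NADPH (final) for 5 min at ~22 deg C, then incubated with compound 15 min before 400 uM selenite. A first-read NADPH fluorescence drop versus no-compound background flagged substrates.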
# Vif-A3G inh = inhibitors of Vif-APOBEC3G interaction; HeLa A3G-eYFP + Vif (tagged APOBEC3G with the HIV-1 protein that degrades it), YFP fluorescence, overnight; 410,000 compounds, 0.076% hits; Potency, µM (doses to about 46.1 µM), without a hit: top-dose activity, negative = active, hits mostly inhibitors;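 further: on the % scale 0 is the no-effect control and ±100 the full control effect; nearly all actives have a fitted effect of over 60% in size; hits raise eYFP signal because A3G escapes Vif-driven loss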
#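 Read-out is eYFP fluorescence (Ex 488/Em 500-530) from Vif-expressing HeLa A3G-eYFP cells; more signal means A3G escaped Vif-mediated degradation. Cells plated overnight, compound pinned in, incubated overnight at 37 deg C.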
# RGS4 inh = human RGS4 inhibition | AID 504845 | Transcreener GDP fluorescence polarization, RGS4-accelerated GTP hydrolysis | Potency, µM (titrated, usually from 114 µM), for inactives: at the highest dose activity change, negative = inhibition, usual class: inhibitors | 390,000 compounds, 0.039% hits; further: on the % scale 0 is the no-effect control and ±100 the full control effect; nearly all actives have a fitted effect of over 75% in size; some results filed as inactive show a strong effect at the top dose
#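 MLSMR compounds (23 nl, pin-transferred) preincubated 10 min at room temperature with a 500nM (2x) first reagent, then RGS4 at 900nM (2x) plus Transcreener GDP mix added; fluorescence polarization (620/688 nm) read before and after 90 min at 30 °C.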
# USP1 inh = inhibitors of human USP1/UAF1 deubiquitinase | recombinant USP1/UAF1, Ub-Rhodamine cleavage fluorescence | Potency, µM (doses to about 57.1 µM), for inactives: top-dose activity change, negative = inhibition, most hits filed as inhibitors | 390,000 compounds, 0.23% hits | AID 743255; further: on the % scale 0 is the no-effect control and ±100 the full control effect; nearly all actives have a fitted effect of over 60% in size; inactives centre near -12
#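 In this screen, compounds sit with the deubiquitinase complex (1nM) for 15 min at room temperature before Ub-Rho is added at 150nM final. Fluorescence rise is then followed for 6 reads every 60 seconds.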
# ALOX12 inh = blocks human arachidonate 12S-lipoxygenase; P18054; purified 12hLO, xylenol orange hydroperoxide absorbance; Potency, µM (top dose mostly 108 µM), for the others: at the top dose activity change, negative = inhibition, usual class: inhibitors; 580,000 compounds, 1.1% hits; further: on the % scale 0 is the no-effect control and ±100 the full control effect
# Target sequence (P18054 whole entry, looked up): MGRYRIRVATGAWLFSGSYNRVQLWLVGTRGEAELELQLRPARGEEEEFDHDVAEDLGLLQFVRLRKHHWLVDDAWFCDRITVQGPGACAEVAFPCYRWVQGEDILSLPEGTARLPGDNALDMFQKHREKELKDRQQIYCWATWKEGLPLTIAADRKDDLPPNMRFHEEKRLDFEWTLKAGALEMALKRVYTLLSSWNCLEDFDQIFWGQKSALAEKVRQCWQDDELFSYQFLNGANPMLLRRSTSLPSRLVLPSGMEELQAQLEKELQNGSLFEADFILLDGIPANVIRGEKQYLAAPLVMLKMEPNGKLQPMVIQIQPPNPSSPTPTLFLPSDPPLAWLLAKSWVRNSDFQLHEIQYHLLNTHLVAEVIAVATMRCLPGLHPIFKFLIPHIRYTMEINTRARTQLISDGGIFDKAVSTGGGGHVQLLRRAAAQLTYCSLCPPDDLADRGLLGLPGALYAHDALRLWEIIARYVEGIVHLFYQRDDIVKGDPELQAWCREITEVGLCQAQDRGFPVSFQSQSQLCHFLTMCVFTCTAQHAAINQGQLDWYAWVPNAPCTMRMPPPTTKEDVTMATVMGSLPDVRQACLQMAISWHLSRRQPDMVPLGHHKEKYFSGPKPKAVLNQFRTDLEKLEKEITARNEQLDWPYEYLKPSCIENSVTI
#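 Hydroperoxide product was detected by ferrous iron/xylenol orange as the 573 to 405 nm absorbance ratio. Arachidonic acid at 40 uM (final) was turned over for 30 min at room temperature by 150 nM human 12hLO, pH 7.0 Hepes buffer, after 15 min compound preincubation.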
# IDH1 R132H inh = inhibitors of human mutant IDH1 R132H. O75874. IDH1-R132H enzyme, NADPH consumption, diaphorase/resazurin fluorescence. Potency, µM (doses to about 76.6 µM), without a hit: at the top dose activity change, negative = inhibition, hits mostly inhibitors. 390,000 compounds, 0.093% hits; further: on the % scale 0 is the no-effect control and ±100 the full control effect; nearly all actives have a fitted effect of over 65% in size
# Target sequence (O75874 whole entry R132H, stated change not applied): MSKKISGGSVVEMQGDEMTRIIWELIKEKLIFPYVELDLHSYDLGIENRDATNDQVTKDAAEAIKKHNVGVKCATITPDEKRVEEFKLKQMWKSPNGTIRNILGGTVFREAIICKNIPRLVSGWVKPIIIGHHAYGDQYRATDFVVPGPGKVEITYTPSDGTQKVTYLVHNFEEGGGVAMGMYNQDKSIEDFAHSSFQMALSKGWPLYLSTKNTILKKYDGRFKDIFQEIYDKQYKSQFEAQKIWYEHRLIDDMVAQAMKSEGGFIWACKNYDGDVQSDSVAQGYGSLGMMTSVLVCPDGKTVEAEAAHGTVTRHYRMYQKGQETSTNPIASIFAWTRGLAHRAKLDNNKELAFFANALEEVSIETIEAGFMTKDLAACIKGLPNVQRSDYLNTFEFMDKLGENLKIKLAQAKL
#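 IDH1-R132H (0.5 ug/mL) preincubated 30 min with compound, then NADPH (0.016 mM) and alpha-KG (2 mM) added; 80 min at RT, pH 7.5. Remaining NADPH coupled via diaphorase/resazurin to fluorescence (540/590 nm); concentration-response curves normalized to no-enzyme control.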
# TrxR1 inh = rat TrxR1 inhibition | O89049 | recombinant rTrxR1, NADPH fluorescence consumption, selenite substrate | Potency, µM (doses to about 114 µM), without a hit: top-dose activity change, negative = inhibition, actives largely listed as inhibitors | 390,000 compounds, 1% hits | AID 588453; further: on the % scale 0 is the no-effect control and ±100 the full control effect; nearly all actives have a fitted effect of over 65% in size
#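 Rat TrxR1 (90 nM in the dispensed reagent) was pre-reduced with 400 uM NADPH for 5 min at room temperature, then incubated with compound for 15 min. After 400 uM selenite was added, NADPH fluorescence (Ex 340/Em 450 nm) was followed for 8 min.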
# * marks the source's active call; other numbers are inactive results; ? = inconclusive; / = not tested or not shown; & = joins results of further samples; [ ] = remark or other dose. The call rests on the fitted dose curve; in most records, active means well fitted curve in the direction sought with a large enough effect; inconclusive means small, poorly fitted or top-dose-only effect, or another doubt; inactive means no such curve, though single readings can be large; an effect the other way counts as inactive or inconclusive. Potency means the concentration at half of the fitted maximal effect. These rows are one share of the data (hit frequency here may not be typical).
no.	SMILES	Vif-APOBEC3F blk	RXFP1 ag	TrxR1 substrate	Vif-A3G inh	RGS4 inh
1	CCn1cc(/C=C(\NC(=O)c2ccc(C)cc2)C(=O)NCCN2CCOCC2)c2ccccc21	-6%	-3.3%	-7%[57.1 µM]	-12%	-43%[56.9 µM]
2	CN(C)CC/C=C1/c2cc(F)ccc2CSc2ccc(F)cc21	0%	1.9%	-7%	-2%	-37%
3	COc1ccc(NCc2nnc(SCC(=O)Nc3cc(C(F)(F)F)ccc3Cl)o2)cc1	/	0.0%	-6%	-1%	-17%
4	Cc1nc(NC(=O)c2ccccc2O)sc1C	5%	?	7%	4%	-16%
5	COc1cc(NC(=O)c2cccc(NC3=NC4CS(=O)(=O)CC4S3)c2)cc(OC)c1OC (stereo not given)	-4%	6.1%	0%[57.1 µM]	-8%	0%
6	CC(=O)N1CCCc2ccc(NC(=O)c3ccc(OC(C)C)cc3)cc21	1%	0.4%	6%[57.1 µM]	-6%	-10%
7	Cc1ccc(S(=O)(=O)c2c(N)n(C)c3nc4ccccc4nc23)cc1	1%	2.2%	90%[activator][57.1 µM]	-10%	8%
8	Cc1ccccc1NCc1nnc2n1CCCCC2	0%	-0.5%	2%	-1%	10%
9	Brc1ccc(CNc2ccc3ncccc3c2)cc1	2%	3.0%	21%	-1%	-35%
10	CC(C)CCNC(=O)c1onc(CSc2ccccc2)c1C(=O)NCCC(C)C	0%	/	-9%	-5%	11%
11	CCOC(=O)C(=CNc1nc(-c2ccccc2)c(C(=O)Nc2ccc(-c3ccccc3)cc2)s1)C(=O)OCC	?	9.3%	22%	-2%	14%
12	CC/C(=N\NC(=O)C1CC1)c1cccc(Cl)c1	-7%	1.2%	0%	1%	28%

no.	USP1 inh	ALOX12 inh	IDH1 R132H inh	TrxR1 inh
1	-17%	?	9%	23%[57.1 µM]
2	-11%	-18%	8%	-1%
3	-15%	-17%	2%	9%
4	-21%	0%	0%	5%
5	-13%	-14%	4%	17%[57.1 µM]
6	16%	-5%	-5%	9%[57.1 µM]
7	-26%	2%	-1%	0%[57.1 µM]
8	-9%	-9%	-3%	26%
9	?	-35%	4%	20%
10	17%	4%	13%	29%
11	-21%	1%	1%	34%
12	-9%	-1%	8%	28%

# The closing 4 entries of the part above come first, to join the parts.
no.	SMILES	Vif-APOBEC3F blk	RXFP1 ag	TrxR1 substrate	Vif-A3G inh	RGS4 inh
9	Brc1ccc(CNc2ccc3ncccc3c2)cc1	2%	3.0%	21%	-1%	-35%
10	CC(C)CCNC(=O)c1onc(CSc2ccccc2)c1C(=O)NCCC(C)C	0%	/	-9%	-5%	11%
11	CCOC(=O)C(=CNc1nc(-c2ccccc2)c(C(=O)Nc2ccc(-c3ccccc3)cc2)s1)C(=O)OCC	?	9.3%	22%	-2%	14%
12	CC/C(=N\NC(=O)C1CC1)c1cccc(Cl)c1	-7%	1.2%	0%	1%	28%
13	Cc1ccc(NC(=O)CSc2nc(=O)n(Cc3ccccn3)c3c2CCC3)cc1F	-6%	0.1%	-4%[57.1 µM]	5%	0%
14	O=C(NC(c1ccccc1)c1ccccc1)N1CCOCC1	-5%	-0.6%	6%[57.1 µM]	-1%	-3%
15	Cc1ccc(S(=O)(=O)NCCNC(=O)CN2CCOCC2)cc1	-25%	0.6%	6%[57.1 µM]	-1%	40%
16	Brc1ccc2c(c1)-c1ccccc1C1=NCCN12	7%	/	/	2%	/
17	Cc1cc(C)n(-c2nc3c(c(=O)n(C)c(=O)n3C)n2Cc2cccc(Br)c2)n1	1%	/	-3%	1%	20%[11.4 µM]
18	Cc1nc(N2CCCC2)ncc1C(=O)NCc1ccc(F)cc1	/	2.0%	7%[57.1 µM]	/	-7%
19	CSc1c(CC(=O)NCCCO)n(Cc2ccccc2)c2ccccc12	-3%	-2.3%	-6%[11.4 µM]	1%	30%
20	Cc1ccc(-c2noc(CCC(=O)Nc3ccccc3C)n2)cc1	?	2.3%	10%	-4%	7%
21	COc1ccc(CC(NC(C)=O)C(=O)NC2CCN(S(=O)(=O)c3ccc(NC(C)=O)cc3)CC2)cc1 (stereo not given)	12%	0.0%	-3%	2%	-16%
22	COc1ccc(Br)cc1CNC(=O)C1CCN(c2nnc(N3CCCC3=O)s2)CC1	1%	1.7%	5%	-2%	-24%[11.4 µM]
23	Cc1cc(=O)[nH]c(N2CCN(c3ccc(Cl)cc3)CC2)n1	4%	/	1%	-1%	-16%[56.9 µM]
24	CCN(c1ccc(NC(=O)CSc2ccc3c(c2)OCCO3)cc1)C(C)C	4%	/	-16%	2%	-27%

no.	USP1 inh	ALOX12 inh	IDH1 R132H inh	TrxR1 inh
9	?	-35%	4%	20%
10	17%	4%	13%	29%
11	-21%	1%	1%	34%
12	-9%	-1%	8%	28%
13	2%	?	4%	6%[57.1 µM]
14	-10%	-35%	0%	27%[57.1 µM]
15	-10%	-14%	7%	23%[57.1 µM]
16	-11%	?	9%	/
17	-9%	10%	-4%	16%
18	-21%	-16%	/	19%[57.1 µM]
19	3%	24%	6%	14%
20	-4%	-46%	7%	24%
21	-6%	0%	8%	-1%
22	-11%	-2%&-19%	2%	2%
23	-15%	-5%	-8%	22%
24	-3%	-27%	7%	-6%

# Additional entries:
no.	SMILES	Vif-APOBEC3F blk	RXFP1 ag	TrxR1 substrate	Vif-A3G inh	RGS4 inh
25	CC(Oc1ccc(F)cc1)C(=O)Nc1ccccc1C(=O)NC1CC1 (stereo not given)	2%	1.1%	0%	-5%	-10%
26	CCC1CCCCN1C(=O)COC(=O)CSc1ccc(C(N)=O)cc1[N+](=O)[O-] (stereo not given)	-1%	-0.4%	1%	1%	-8%
27	COC(=O)[C@H]1C[C@H](OC(=O)Nc2cccs2)[C@@]2(O)CN(S(=O)(=O)c3ccc(C)cc3)CC2[C@H]1C(=O)OC (stereo not given in full)	-24%	/	/	6%	/
28	Cc1nnc(N2CCC(C(=O)NC3CCC(C)CC3)CC2)c2nn(-c3ccc(Cl)cc3)c(C)c12 (stereo not given)	6%&2%	0.9%&-0.6%	0%&8%	0%&5%	29%&4%
29	COc1ccc(CCNC2CCN(C)CC2)cc1OC	-4%	2.3%	2%	2%	-15%
30	CN(C)c1nc(SCC(=O)Nc2ccc(Cl)c(Cl)c2)nc(N2CCOCC2)n1	6%	0.9%	-2%[57.1 µM]	0%	3%
31	Cc1c2cnn(CC(=O)NCc3ccccn3)c(=O)c2c(C)n1Cc1ccc(Cl)cc1	2%	1.2%	-1%	-1%	4%
32	CCOc1ccc(-c2nc(N)ncc2-c2ccccc2)c(O)c1	-1%	0.1%	-21%	-14%	6%[11.4 µM]
33	CC(=O)c1cccc(OC(=O)C2=CC=CN3CCS(=O)(=O)N=C23)c1	-2%	1.2%	179%[activator]	0%	4%
34	Cc1ccc(NC(=S)Nc2cccc3ccccc23)cc1	?	3.8%	34%	-2%	-20%
35	COc1ccc(C(=O)N2CC(c3ccc(Cl)cc3)CC2=O)cc1 (stereo not given)	-4%	/	2%	2%	24%
36	CCOc1ccc2oc(C(=O)OCC(=O)N3C(C)CCCC3C)c(C)c2c1 (stereo not given)	-1%	0.3%	48%[activator]	2%	-2%

no.	USP1 inh	ALOX12 inh	IDH1 R132H inh	TrxR1 inh
25	-12%	6%	8%	-3%
26	-21%	1%	1%	-1%
27	-26%	?	-3%	/
28	-12%&-5%	3%	-3%&0%	23%&7%
29	-13%	-7%	3%	0%
30	-7%	?	-4%	-12%[57.1 µM]
31	-21%	13%	8%	?
32	-12%	9%	-3%	17%[57.1 µM]
33	-22%	302%[activator]	-4%	-26%
34	-30%	?	0%	9%
35	-14%	6%	-3%	41%[activator]
36	-28%	-7%	8%	6%

# The list goes on:
no.	SMILES	Vif-APOBEC3F blk	RXFP1 ag	TrxR1 substrate	Vif-A3G inh	RGS4 inh
37	O=C(CN1C(=O)c2ccccc2S1(=O)=O)NCCSC1CCCCC1	-10%	1.8%	-6%[57.1 µM]	-22%	-38%
38	CC(=O)NS(=O)(=O)c1ccc(NC(=O)/C=C/c2ccccc2)cc1	13%	0.3%	0%	0%	9%
39	COC(=O)c1cc(S(=O)(=O)NCC2CCN(Cc3ccccc3F)CC2)c[nH]1	2%&-6%	-0.9%&-1.4%	-2%	2%&-1%	-14%&4%
40	COc1ccccc1NC(=O)c1ccc(-n2cccn2)nc1	11%	0.1%	5%	-2%	-31%
41	C[C@H]1CCCCO[C@@H](CN(C)S(=O)(=O)c2ccc(Cl)cc2)[C@@H](C)CN([C@@H](C)CO)C(=O)c2cc(NS(=O)(=O)c3ccccc3)ccc2O1	-4%	/	/	0%	/

no.	USP1 inh	ALOX12 inh	IDH1 R132H inh	TrxR1 inh
37	-19%	15%	13%	14%[57.1 µM]
38	-15%	15%	-6%	4%
39	-9%&-8%	-26%&-28%&-11%	-5%&0%	20%
40	-11%	3%	8%	23%
41	-20%	-9%	7%	/

# High-throughput results deposited in PubChem BioAssay by National Center for Advancing Translational Sciences (NCATS).
